HT1080 IDH1KD tx: toxicity to HT-1080 IDH1 knockdown cells (counter line); HT-1080 IDH1 knockdown viability, ATP luminescence, 48 h; Potency, µM (titrated, usually from 46.1 µM), without a hit: at the highest dose activity, negative = toxicity, most hits filed as cytotoxic; 360,000 compounds, 2% hits;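 also: 0% = DMSO wells and -100% = cell-free medium wells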
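After a 2 h attachment period, IDH1KD HT-1080 cells took pin-transferred compound for 48 h at 37 °C; ATP-based luminescence after 10 min room-temperature reagent incubation reported viability.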
GLP-1R inv ag: GLP-1 receptor (human) inverse agonism; P43220; HEK293 GLP-1R CRE-luciferase, luminescence, 24 h; GLP-1R form is constitutively active; Potency, µM (top dose mostly 38.3 µM), without a hit: at the top dose activity change, negative = inhibition, most hits filed as inhibitors; 410,000 compounds, 1.6% hits; AID 624417; also: % is scaled to controls: 0 for no effect and ±100 for the full control effect; nearly all actives have a fitted effect of over 55% in size
Target sequence (P43220 whole entry, looked up): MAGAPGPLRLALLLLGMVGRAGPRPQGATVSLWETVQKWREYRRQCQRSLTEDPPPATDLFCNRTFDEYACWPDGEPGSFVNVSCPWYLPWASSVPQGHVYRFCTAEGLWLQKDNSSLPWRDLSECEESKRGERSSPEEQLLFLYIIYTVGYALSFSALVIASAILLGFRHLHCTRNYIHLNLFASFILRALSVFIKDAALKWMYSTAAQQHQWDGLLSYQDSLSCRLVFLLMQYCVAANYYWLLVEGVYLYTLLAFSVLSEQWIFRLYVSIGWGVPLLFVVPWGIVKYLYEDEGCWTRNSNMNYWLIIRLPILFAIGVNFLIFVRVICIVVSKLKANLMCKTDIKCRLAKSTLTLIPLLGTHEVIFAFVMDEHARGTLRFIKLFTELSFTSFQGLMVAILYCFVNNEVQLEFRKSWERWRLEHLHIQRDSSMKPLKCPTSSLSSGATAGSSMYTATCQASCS
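Using stably transfected HEK293 (constitutively active GLP-1R, cAMP-luciferase reporter), compounds were incubated 24 hr and luciferase measured by luminescence.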
SW480 rereplic: induces DNA re-replication in SW480 colon adenocarcinoma cells | 340,000 compounds, 1.8% hits | AID 624297 | SW480 DNA re-replication, Hoechst DNA content imaging, 48 h | Potency, µM (titrated, usually from 46.1 µM), without a hit: at the highest dose re-replication activation, usual class: activators; also: % of control where 0% means no effect; nearly all actives have a fitted effect of over 55% in size
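Quantitative HTS format with DMSO vehicle controls; 48 hr drug incubation at 37 C, then 40 min Hoechst staining and scanning imager measurement at 405 nm excitation.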
KB-V1 cytotox: kills drug-selected multidrug resistant KB-V1 cells | KB-V1 MDR cells viability, CellTiter-Glo, 72 h | Potency, µM (doses to about 46.1 µM), for inactives: at the highest dose activity change, negative = cytotoxicity, hits mostly cytotoxic | 400,000 compounds, 3.4% hits | AID 1347076; also: % is scaled to controls: 0 for no effect and ±100 for the full control effect; nearly all actives have a fitted effect of over 60% in size
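KB-V1 MDR subline cells in DMEM (phenol-red free, 10% FBS) exposed to compounds in qHTS concentration series for 72 h at 37 degrees C. Viability read by CellTiter-Glo luminescence; concentration-effect curves fitted after normalization and correction.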
GLP1R ag: agonists of human GLP-1 receptor. 380,000 compounds, 0.007% hits. Potency, µM (titrated, usually from 45.6 µM), for the others: at the top dose activation, usual class: activators. HEK293 GLP-1R CRE-luciferase, luminescence, 4-6 h; cells express a hypersensitive GLP-1R form; also: % of control where 0% means no effect
GLP1R cytotox: cytotoxicity in counter-screen for GLP-1R inverse agonists | Potency, µM (titrated, usually from 38.3 µM), without a hit: top-dose activity change, negative = inhibition, most hits filed as inhibitors | 410,000 compounds, 0.13% hits | HEK293 cAMP-luciferase reporter cells, luminescence, 24 h | AID 624418;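 also: loss of luciferase light is scored as toxicity; % is scaled to controls: 0 for no effect and ±100 for the full control effect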
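Cells in DMEM/10% Nu serum/1% pen-strep, 1536-well format. Pre-incubated 12 h, dosed with 23 nL compound, incubated a further 24 h. Luciferase detection, 12 min at room temp, luminescence.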
KB-3-1 cytotox: KB-3-1 parental cell cytotoxicity; KB-3-1 viability, CellTiter-Glo ATP luminescence, 72 h; Potency, µM (series often up to 46.1 µM), without a hit: top-dose activity change, negative = cytotoxic, hits mostly cytotoxic; 400,000 compounds, 1.4% hits; also: % is scaled to controls: 0 for no effect and ±100 for the full control effect; nearly all actives have a fitted effect of over 60% in size
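Viability of parental KB-3-1 cells, measured by CellTiter-Glo luminescence, followed a 72 h incubation at 37 °C with pinned compounds in phenol-red-free DMEM containing 10% FBS.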
TDP43 rescue: TDP-43 toxicity inhibition in yeast; TDP-43 expressing yeast growth rescue, BacTiter-Glo, 24 h; Potency, µM (highest dose often 46.1 µM), without a hit: top-dose growth rescue (activation), most hits filed as activators; 410,000 compounds, 1.8% hits; also: % of control where 0% means no effect; nearly all actives have a fitted effect of over 50% in size
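Yeast expressing TDP-43 (pregrown in raffinose, seeded at OD600=0.02 in galactose medium) exposed to compounds 24 hr at 30 deg C. Growth read by BacTiter-Glo luminescence; rescue of toxicity appears as increased signal.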
HT1080NT lethal: kills 2HG-producing HT-1080-NT fibrosarcoma cells. AID 686970. Potency, µM (top dose mostly 46.1 µM), for the others: at the top dose activity, negative = less viability, usual class: cytotoxic. 360,000 compounds, 1.6% hits. HT-1080-NT fibrosarcoma viability, CellTiter-Glo ATP luminescence, 48 h;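 also: NT is the 2HG producing partner of a matched IDH1 knockdown line; 0% = DMSO-treated cells and -100% = media-only wells without cells; nearly all actives have a fitted effect of over 55% in size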
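Read-out is CellTiter-Glo luminescence after 10 minutes at room temperature, following 48 hours' compound treatment of HT-1080-NT cells (750 cells/well, RPMI, 5% FBS, 37 degrees C).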
* hit, by the source's call; ? = inconclusive; / = not tested or not shown; [ ] = dose if it differs, or a comment. Calls follow the shape of the dose curve; as a rule, active = well fitted curve in the direction sought with a large enough effect; inconclusive = small, poorly fitted or top-dose-only effect, or another doubt; inactive = no such curve, though single readings can be large; an effect the other way counts as inactive or inconclusive. Potency is read from the fitted curve at half-maximal effect.

The opening 5 records, to show the layout:
1: O=C(CSc1ccc2c(c1)OCCO2)Nc1ccc(Cl)cn1
2: C=CCc1cccc2ccc(=O)oc12
3: C[C@@H]1CN([C@@H](C)CO)C(=O)CCCn2nncc2CO[C@@H]1CN(C)S(=O)(=O)c1ccccc1C#N
4: COc1ccc(OC)c(NC(=O)NC2CCCCCCC2)c1
5: O=C(CN1C(=O)NC2(CCCCCCC2)C1=O)Nc1ccc(Br)cc1
entry no.	1	2	3	4	5
HT1080 IDH1KD tx	1%	11%	14%	-13%	?
GLP-1R inv ag	-1%	0%	9%	?	?
SW480 rereplic	?	-2%	/	5%	11%
KB-V1 cytotox	-4%	7%	-27%	-1%	-1%
GLP1R ag	4%	-2%	-6%	11%	17%
GLP1R cytotox	-15%	-3%	0%	-2%	-10%
KB-3-1 cytotox	0%	13%	-7%	-11%	0%
TDP43 rescue	11µM*	?	15%	13%	15%
HT1080NT lethal	4%	9%	1%	-14%	?

The listing (from the top)
1: O=C(CSc1ccc2c(c1)OCCO2)Nc1ccc(Cl)cn1
2: C=CCc1cccc2ccc(=O)oc12
3: C[C@@H]1CN([C@@H](C)CO)C(=O)CCCn2nncc2CO[C@@H]1CN(C)S(=O)(=O)c1ccccc1C#N
4: COc1ccc(OC)c(NC(=O)NC2CCCCCCC2)c1
5: O=C(CN1C(=O)NC2(CCCCCCC2)C1=O)Nc1ccc(Br)cc1
6: C=CCOc1c(Br)cc(/C=C2/NC(=S)N(C(C)=O)C2=O)cc1OC
7: Cc1ccc(C(=O)N/C(=C\c2cn(C)c3ccccc23)C(=O)NCCCn2ccnc2)cc1
8: CCOC(=O)c1c(NC(=O)CC2Nc3cc(C)c(C)cc3NC2=O)sc(C)c1C (stereo not drawn)
entry no.	1	2	3	4	5	6	7	8
HT1080 IDH1KD tx	1%	11%	14%	-13%	?	-3%	4%	-8%
GLP-1R inv ag	-1%	0%	9%	?	?	3%	-9%	-1%
SW480 rereplic	?	-2%	/	5%	11%	-5%	-7%	-1%
KB-V1 cytotox	-4%	7%	-27%	-1%	-1%	-5%	3%	1%
GLP1R ag	4%	-2%	-6%	11%	17%	5%	-5%	1%
GLP1R cytotox	-15%	-3%	0%	-2%	-10%	18%	0%	7%
KB-3-1 cytotox	0%	13%	-7%	-11%	0%	-1%	7%	1%
TDP43 rescue	11µM*	?	15%	13%	15%	-22%	2%	-9%
HT1080NT lethal	4%	9%	1%	-14%	?	-2%	-16%	-1%

The closing 2 compounds of the part before open the next one:
7: Cc1ccc(C(=O)N/C(=C\c2cn(C)c3ccccc23)C(=O)NCCCn2ccnc2)cc1
8: CCOC(=O)c1c(NC(=O)CC2Nc3cc(C)c(C)cc3NC2=O)sc(C)c1C (stereo not drawn)
9: COc1ccc(-c2csc(Nc3cccc(C)n3)n2)cc1C
10: CCN1CCN(C(=O)NS(=O)(=O)c2ccc(C)cc2)CC1
11: O=C(C[C@@H]1C/C=C\CCC(=O)OC[C@@H]2CCCN2C1=O)N[C@@H](CO)Cc1ccccc1
12: CC(C)S(=O)(=O)c1csc(C(=O)Nc2ccc(F)cc2)c1N
13: COC(=O)/C(C#N)=C1/SC=C(C)N1c1ccccc1
14: COc1ccc(NC(=O)CN(C)S(=O)(=O)c2ccccc2)c([N+](=O)[O-])c1
15: CN(C)/N=C/c1ccc([N+](=O)[O-])cc1[N+](=O)[O-]
16: O=C(CN1C(=O)C2C3C=CC(C3)C2C1=O)Nc1nc(-c2ccccn2)cs1 (stereo not drawn)
entry no.	7	8	9	10	11	12	13	14	15	16
HT1080 IDH1KD tx	4%	-8%	-11%	2%	9%	?	13%	1%	7%	?
GLP-1R inv ag	-9%	-1%	?	17%	-15%	?	5%	-2%	15%	-18%
SW480 rereplic	-7%	-1%	5%	4%	5%	-15%	-1%	-19%	-1%	-21%
KB-V1 cytotox	3%	1%	-3%	-1%	17%	0%	?	-7%	-1%	?
GLP1R ag	-5%	1%	13%	-5%	7%	3%	8%	11%	6%	-3%
GLP1R cytotox	0%	7%	9%	5%	2%	2%	-2%	-2%	-1%	-16%
KB-3-1 cytotox	7%	1%	-17%	7%	?	?	1%	5%	23%	?
TDP43 rescue	2%	-9%	?	2%	16%	9%	16%	-8%	?	1%
HT1080NT lethal	-16%	-1%	-23%	1%	15%	?	6%	4%	19%	-21%

17: OC1(c2ccc(Br)cc2)CCN(Cc2cccc(Br)c2)CC1
18: O=C(Nc1ccccc1Cl)NN1CCCCCC1
19: CC(=O)n1cc([C@@H]2C=C(C(=O)N3CCOCC3)O[C@H](OCCCCO)C2)c2ccccc21
20: COc1ccccc1-c1cccc(-c2nc(C(=O)Nc3nccs3)cc3c2[C@@H](CCO)N(C(C)=O)C3)c1
21: O=C(CSc1nnc(-c2ccncc2)n1-c1ccc(F)cc1)NC(=O)NCc1ccco1
22: Cc1c(N=Nc2ccc(O)cc2)c(=O)n(-c2ccccc2)n1C
23: COc1cccc(CC(=O)OC(C)C(=O)Nc2ncc(Cl)cc2Cl)c1 (stereo not drawn)
24: O=C1/C(=C/c2cccc3ccccc23)CCCc2ccccc21
entry no.	17	18	19	20	21	22	23	24
HT1080 IDH1KD tx	0%	-14%	-9%	?	-15%	0%	-7%	-17%
GLP-1R inv ag	?	2µM*	6%	?	-19%	38%[activator]	7%	?
SW480 rereplic	10%	15%	3%	/	-1%	-8%	?	3%
KB-V1 cytotox	1%	13%	-2%	?	-16%	-25%	-19%	?
GLP1R ag	4%	27%	3%	0%	-2%	14%	11%	-1%
GLP1R cytotox	-28%	1%	5%	-20%	2%	-4%	0%	-4%
KB-3-1 cytotox	3%	2%	23%	?	-8%	11%	-5%	?
TDP43 rescue	3%	5%	11%	22%	-10%	-7%[9.22 µM]	-11%	-6%
HT1080NT lethal	2%	-16%	-3%	?	-2%	-11%	0%	-12%

25: Cc1csc2c(=O)sc(NC(=O)c3ccc(F)cc3Cl)nc12
26: Cc1ccc(Cl)c(OCC(=O)Nc2cc(S(=O)(=O)N3CCOCC3)ccc2N2CCCC2)c1
27: Cc1cc(C)cc(N(CCC#N)C(=O)COC(=O)C2CCN(S(=O)(=O)c3ccc(C)c(C)c3)CC2)c1
28: O=C(Nc1ccc2c(c1)OCO2)c1ccc2c(c1)S(=O)(=O)c1ccccc1C2=O
29: CC1CCCCC1NC(=O)c1cccc(NC2=NC3CS(=O)(=O)CC3S2)c1 (stereo not drawn)
30: COc1ccc(C(CCN(Cc2ccc(OC)c(OC)c2)C(C)=O)C(C)C)cc1 (stereo not drawn)
31: CCSc1nnc(CCNC(=O)OC(C)(C)C)o1
32: CC1(c2nnc(-c3cccc(Cl)c3)o2)CC(c2cccc(Cl)c2)=NO1 (stereo not drawn)
entry no.	25	26	27	28	29	30	31	32
HT1080 IDH1KD tx	1%	0%	1%	-3%	1%	-12%	-3%	-2%
GLP-1R inv ag	4%	?	?	6%	-2%	?	0%	-14%
SW480 rereplic	-5%	15%	-3%	-20%	-7%	-16%	-11%	-20%
KB-V1 cytotox	-14%	-27%	-12%	0%	9%	-25%	?	-4%
GLP1R ag	-3%	-2%	0%	2%	1%	7%	-10%	0%
GLP1R cytotox	1%	-2%	-12%	15%	10%	-11%	-16%	-24%
KB-3-1 cytotox	-18%	-3%	-12%	3%	3%	2%	3%	3%
TDP43 rescue	18%	21%	9%	14%	-7%	23%	-13%	-8%
HT1080NT lethal	-4%	1%	11%	0%	5%	0%	7%	4%

33: Clc1cccc(Sc2ccc(-c3ccccn3)s2)c1
34: Cc1ccc(C(=O)NC(=S)Nc2cccnc2Cl)cc1
35: O=C(O)c1cccc(NS(=O)(=O)c2ccc3c(c2)C(=O)c2ccccc2C3=O)c1
36: COc1ccccc1-c1cc(C(=O)N2CCCCC2)no1
37: CC(=O)Nc1ccc(NC(=O)c2ccc(S(=O)(=O)N(C)c3ccccc3)cc2)cc1
38: O=C(C[n+]1cccc(O)c1)Nc1ccc(Br)cc1
39: O=C(NNS(=O)(=O)c1ccccc1)Nc1ccc(F)cc1
40: CC(C)(C)NC(=O)C1CCN(S(=O)(=O)c2cccc(C(F)(F)F)c2)CC1
entry no.	33	34	35	36	37	38	39	40
HT1080 IDH1KD tx	3%	-14%	6%	7%	2%	-2%	-7%	-12%
GLP-1R inv ag	?	-6%	16%	?	?	6%	6%	9%[7.66 µM]
SW480 rereplic	1%	-9%	-4%	4%	1%	0%	12%	0%
KB-V1 cytotox	23%	-17%	14%	-1%	-1%	2%	11%	-23%
GLP1R ag	10%	20%	-1%	13%	-1%	0%	-6%	0%
GLP1R cytotox	-7%	-28%	-13%	2%	-8%	11%	-2%	-2%[7.66 µM]
KB-3-1 cytotox	0%	4%	0%	-18%	-3%	7%	4%	0%
TDP43 rescue	22%	18%	5%	0%	23%	10%	-8%	13%
HT1080NT lethal	2%	-2%	1%	15%	-4%	-1%	-1%	-13%

41: Cc1nnsc1-c1nc2ccccc2[nH]1
42: COC(=O)[C@@H](Cc1ccc(O)cc1)NC(=O)[C@H]1CCC(=O)N1C(=O)OCc1ccccc1
43: Cc1cc(NC(=O)CCCn2nc([N+](=O)[O-])cc2C)no1
44: COc1ccc(NC(=O)c2cc(-c3ccccc3Cl)on2)cc1OC
45: CC(C)(C)OC(=O)NCCCC[C@H](NC(=O)c1[nH]cnc1C(=O)Nc1ccc(Cl)cc1)C(=O)OC(C)(C)C
46: c1ccc(COc2ccc(CN3CCN(c4ccccn4)CC3)cc2)cc1
47: Cc1oc(-c2ccccc2)nc1C(=O)OCC(=O)NC(C)c1ccccc1 (stereo not drawn)
entry no.	41	42	43	44	45	46	47
HT1080 IDH1KD tx	4%	10%	12%	10%	?	-4%	-4%
GLP-1R inv ag	20%	-3%	5%	2%	?	?	-9%
SW480 rereplic	-29%	-3%	0%	1%	11%	6%[9.22 µM]	-14%
KB-V1 cytotox	10%	15%	-4%	0%	?	1%	-5%
GLP1R ag	7%	5%	1%	-3%	5%	0%	-5%
GLP1R cytotox	-15%	2%	-3%	-8%	-61%	-11%	-26%
KB-3-1 cytotox	13%	0%	19%	1%	?	3%	6%
TDP43 rescue	-15%	24%	-19%	26%	8%	-7%	29%
HT1080NT lethal	7%	-1%	8%	?	?	-13%	2%[9.24 µM]
